Source: PubChem BioAssay (National Center for Advancing Translational Sciences (NCATS))
Integrin act MD – activators of alpha7 integrin expression for muscular dystrophy | Potency, µM (titrated, usually from 38.3 µM), inactives show at the highest dose activation, most hits filed as activators | 350,000 compounds, 0.064% hits | alpha7betagal myoblasts, beta-gal FDG fluorescence, 48 h;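 also: potency is read from the fitted curve at half-maximal effect; 100% = response of the positive control SU9516; nearly all actives have a fitted effect of over 60% in size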
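Alpha7betagal+/- myoblasts (passage 13) were plated 16-24 hr, then exposed to compounds (1:260 dilution of DMSO stock) for 48 hours at 37C. After MPER lysis, β-galactosidase reporter activity was read as FDG fluorescence (ex 480/em 540) after 30 minutes.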
TRPV1 agonist – agonists of human vanilloid receptor 1 (TRPV1) | 320,000 compounds, 0.19% hits | Q8NER1 | TRPV1-expressing cells, Fluo-8 calcium influx, agonist mode | activation, % at 8.33 µM | AID 540275; in the data active = activation above about 80%; inconclusive = between about 30% and that limit; also: 0% is about no effect
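TRPV1-expressing cells were cultured overnight at 35.5C and loaded with Fluo-8 calcium dye for 40 to 90 min at room temperature. After a 10 s baseline, compound was added and calcium influx was read kinetically for 3 min (ex 480/em 520 nm).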
GALK inh – blocks human galactokinase activity | Potency, µM (titrated, usually from 57.5 µM), for the others: at the highest dose activity change, negative = inhibition, actives largely listed as inhibitors | AID 1868 | P51570 | Purified GALK, Kinase-Glo residual ATP luminescence | 270,000 compounds, 0.007% hits; also: potency is read from the fitted curve at half-maximal effect; % is scaled to controls: 0 for no effect and ±100 for the full control effect
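GALK at 5 nM final was combined with compound, 35 uM ATP and 100 uM galactose in HEPES pH8.0 with MgCl2 and DTT. The reaction ran one hour at room temperature before luminescent ATP detection.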
Coupling enz – coupling enzyme interference in Giardia aldolase counter-screen; activity change, negative = inhibition, % at 58.2 µM, hits read low; 290,000 compounds, 0.67% hits; coupling enzyme system counterscreen, AmpLite Red fluorescence; AID 2472; in the data active = activity change below about -30%; also: % is scaled to controls: 0 for no effect and ±100 for the full control effect
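Fluorescence at 525 nm excitation and 598 nm emission measured inhibition of the coupled detection system without aldolase. Compounds (at 57.5 uM final) were preincubated 10 min at room temperature with coupling enzyme reagent before a 20 min substrate/AmpLite Red step.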
KCNH2 WT inh – blocks the wildtype human KCNH2 potassium channel. Q12809. U2OS, BacMam KCNH2, thallium flux FluxOr; hits give low values. activity change, % at 1.84 µM. 340,000 compounds, 0.37% hits;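 active = maximum activity change below -70%; inconclusive = maximum activity change between -70% and -50%; inactive = maximum activity change above -50%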; also: % is scaled to controls: 0 for no effect and ±100 for the full control effect
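U2OS cells were transduced with wild-type KCNH2 virus (2.03 x 10^8 / mL) for 4 h at room temperature, then cultured overnight at 37 C. Thallium flux was read with FluxOr dye. Rate constants were normalized to DMSO controls.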
S-ASM inh – blocks human secretory acid sphingomyelinase. P17405. placental ASM, HMU-PC fluorogenic substrate, 60 min. Potency, µM (series often up to 57.5 µM), without a hit: at the highest dose activity change, negative = inhibition, usual class: inhibitors. 340,000 compounds, 0.006% hits; also: potency is read from the fitted curve at half-maximal effect
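qHTS format. ASM enzyme prepared from human placenta hydrolyses the fluorogenic substrate HMU-PC0 (9 uM final) over 60 min at 37 °C after a 10 min compound preincubation.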
MBNL1 CUG block – MBNL1-poly(CUG) RNA binding inhibition; Q9NR56; TR-FRET MBNL1-His/biotin-(CUG)12 binding, 665/545 ratio; Potency, µM (series often up to 57.5 µM), for the others: top-dose activity change, negative = inhibition, usual class: inhibitors; 280,000 compounds, 0.036% hits; active = well fitted inhibition curve with a large enough effect in the signal ratio, with a control signal flat, not every such curve was filed as active; inconclusive = small, poorly fitted or top-dose-only effect, or effect the other way, or a change in a side signal; inactive = no such curve, though single readings can be large or run the other way; the % refers to the signal ratio; also: potency is read from the fitted curve at half-maximal effect; % is scaled to controls: 0 for no effect and ±100 for the full control effect
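Compounds (final 92 nM to 58 uM) are added to His-tagged MBNL1 and biotin-(CUG)12, then terbium anti-His antibody and streptavidin-XL665 (5 nM final). After 60 min at room temperature, the 665/545 nm ratio is read.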
KCNH2 3.1 inh – blocks the human KCNH2 3.1 channel isoform. 340,000 compounds, 0.95% hits. activity change, % (tested at about 1.8 µM). U2OS KCNH2 3.1, thallium flux FluxOr; hits give low values;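 active = maximum activity change below -70%; inconclusive = maximum activity change from -70% to -50%; inactive = maximum activity change above -50%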;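 also: thallium influx rate constant from kinetic fluorescence after stimulation buffer; % is scaled to controls: 0 for no effect and ±100 for the full control effect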
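Measured as rate of thallium-driven FluxOr signal in transduced U2OS cells carrying the 3.1 channel, read kinetically for 2 min upon stimulation; values are rate constants scaled to DMSO control wells.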
MLL CXXC-DNA inh – MLL CXXC-DNA interaction inhibition; MLL-CXXC / FITC-HOXA9 DNA fluorescence polarization; Potency, µM (top dose mostly 115 µM), for inactives: at the highest dose activity change, negative = inhibition, actives largely listed as inhibitors; AID 2662; 290,000 compounds, 0.037% hits; active = well fitted inhibition curve with a large enough effect in the polarisation, with a control signal flat, not every such curve was filed as active; inconclusive = small, poorly fitted or top-dose-only effect, or effect the other way, or a change in a side signal; inactive = no such curve, though single readings can be large or run the other way; the % refers to the polarisation; also: potency is read from the fitted curve at half-maximal effect
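Purified MLL-CXXC (added from a 7 uM solution) was preincubated 5 min at ambient with pinned compounds in 50 mM Tris-HCl pH 7.5, 50 mM NaCl, 1 mM DTT, 0.05% BSA. Fluorescein-labeled HOX-A9 DNA (50 nM solution) followed, 30 min, then polarization read.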
AT treatment – potential ataxia-telangiectasia treatments restoring KAP-1 phosphorylation; […] A-T fibroblasts, KAP-1 phosphorylation AlphaLISA; neocarzinostatin DNA damage 30 min before lysis; 320,000 compounds, 0.19% hits; Potency, µM (highest dose often 57.5 µM), without a hit: at the top dose activation, actives largely listed as activators; also: potency is read from the fitted curve at half-maximal effect; % of control where 0% means no effect; nearly all actives have a fitted effect of over 45% in size
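hTERT-immortalized A-T patient fibroblasts ([…]), 500 cells/well in OPTI-MEM, 1% FBS, got compounds for 60 min, then NCS for 30 min at 37C. Lysates were then assayed for phospho-KAP-1 by AlphaLISA (anti-pKAP1 donor, anti-KAP1 acceptor beads), 6 hr at 25C.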
An asterisk follows results filed as active; [ ] = another dose, or the depositor's remark. Unless noted, calls follow the shape of the dose curve; as a rule, active = well fitted curve in the direction sought with a large enough effect; inconclusive = small, poorly fitted or top-dose-only effect, or another doubt; inactive = no such curve, though single readings can be large; an effect the other way counts as inactive or inconclusive.

For COCCNC(=O)CN(C(=O)c1ccc(N2CCCC2)nc1)c1ccc(Cl)cc1 the results were Integrin act MD -15%, TRPV1 agonist -1, GALK inh -2%, Coupling enz -1, KCNH2 WT inh -6, S-ASM inh -5%, MBNL1 CUG block -1%, KCNH2 3.1 inh 4, MLL CXXC-DNA inh -3% and AT treatment -25%.
O=C(NCC1CCCO1)c1cc(-c2ccncc2)nc2ccccc12 (configuration not stated) was read as Integrin act MD -3%, TRPV1 agonist -3, KCNH2 WT inh -2, S-ASM inh -3%, KCNH2 3.1 inh 6 and AT treatment -1%.
Screening CCCCN(C(=O)/C=C/c1ccc(OCC(C)C)c(OCC)c1)c1c(N)n(CCC)c(=O)[nH]c1=O returned Integrin act MD 24%, TRPV1 agonist 1, GALK inh -1%, Coupling enz 1, KCNH2 WT inh -12, S-ASM inh 0%, KCNH2 3.1 inh 9, MLL CXXC-DNA inh 11% and AT treatment 1%.
Screening CC(C)OC(=O)CN1CCN(S(=O)(=O)c2cc(Cl)ccc2Cl)CC1 returned Integrin act MD -8%, TRPV1 agonist 3, GALK inh -2%, Coupling enz -3, KCNH2 WT inh 0, S-ASM inh 3%, MBNL1 CUG block 3%, KCNH2 3.1 inh -8, MLL CXXC-DNA inh -3% and AT treatment -5%.
`COc1cccc(NC(=O)CN(C)C(=O)c2c(C)nn(CC(C)C)c2Cl)c1` gave Integrin act MD -4%, TRPV1 agonist 2, KCNH2 WT inh -1, S-ASM inh 0%, KCNH2 3.1 inh -9 and AT treatment -9%.
`COC(=O)c1sc2nc(C)nc(SCC(=O)Nc3sccc3C(N)=O)c2c1C` gave Integrin act MD 18%, TRPV1 agonist -1, KCNH2 WT inh -3, S-ASM inh -5%, KCNH2 3.1 inh 5 and AT treatment 3%.
For COc1ccc(-n2nnc3c(=O)n(CC(=O)Nc4cc(C)on4)cnc32)cc1 the results were Integrin act MD -39%, TRPV1 agonist 10, GALK inh -2%, Coupling enz 3, KCNH2 WT inh -12, S-ASM inh -2%, MBNL1 CUG block -3%, KCNH2 3.1 inh -19, MLL CXXC-DNA inh -2% and AT treatment -1%.
NS(=O)(=O)c1ccc(CCNC(=O)c2cccc3ccccc23)cc1 was read as Integrin act MD 16%, TRPV1 agonist -2, GALK inh -1%, Coupling enz -3, KCNH2 WT inh -1, S-ASM inh 2%, MBNL1 CUG block 7%, KCNH2 3.1 inh -9, MLL CXXC-DNA inh 5% and AT treatment 3%.
For CCC(C)NC(=O)Cn1c(=O)n(-c2ccc(OC)cc2)c(=O)c2ccc(C(=O)NCc3ccc(C)cc3)cc21 (configuration not stated) the results were Integrin act MD 0%, TRPV1 agonist 0, GALK inh -1%, Coupling enz 2, KCNH2 WT inh -5, S-ASM inh 1%, MBNL1 CUG block 5%, KCNH2 3.1 inh 0, MLL CXXC-DNA inh 7% and AT treatment -1%.
For CN(CC(O)CN)CC(O)CN1CCCCC1 (configuration not stated) the results were Integrin act MD 20%, TRPV1 agonist -1, GALK inh 0%, Coupling enz 3, KCNH2 WT inh 3, S-ASM inh 4%, MBNL1 CUG block 0%, KCNH2 3.1 inh 8, MLL CXXC-DNA inh 10% and AT treatment 4%.
CCCSc1nc2sc3c(c2c(=O)n1CC)CC(C)(C)OC3 was read as Integrin act MD 5%, TRPV1 agonist 15, GALK inh -5%, Coupling enz 1, KCNH2 WT inh 1, S-ASM inh 0%, MBNL1 CUG block -9%, KCNH2 3.1 inh -11, MLL CXXC-DNA inh -1% and AT treatment 4%.
Screening CCc1ccccc1NC(=O)CN(C)C(=O)COC(=O)c1c(Cl)cccc1Cl returned Integrin act MD -5%, TRPV1 agonist -2, KCNH2 WT inh -12, S-ASM inh 0%, KCNH2 3.1 inh 12 and AT treatment 4%.
`O=C(NCCCn1ccnc1)c1ccc(S(=O)(=O)N2CCCCCC2)cc1` gave Integrin act MD 0%, TRPV1 agonist 0, GALK inh -2%, Coupling enz 0, KCNH2 WT inh 1, S-ASM inh -2%, MBNL1 CUG block 5%, KCNH2 3.1 inh -3, MLL CXXC-DNA inh 11% and AT treatment -8%.
For O=C(COC(=O)/C=C/c1ccc(OC(F)F)cc1)NC1CCCCCCC1 the results were Integrin act MD -22%, TRPV1 agonist -4, KCNH2 WT inh 5, S-ASM inh 0%, KCNH2 3.1 inh -14 and AT treatment 8%.
For CCOC(=O)c1ccc(CN2C(=O)c3ccccc3S2(=O)=O)cc1 the results were Integrin act MD 14%, TRPV1 agonist 1, GALK inh 4%, Coupling enz 2, KCNH2 WT inh -1, S-ASM inh -2%, MBNL1 CUG block 0%, KCNH2 3.1 inh -11, MLL CXXC-DNA inh 24% and AT treatment 6%.
`O=C(NCc1ccc(Cl)cc1)N1CCN(S(=O)(=O)c2ccccc2)CC1` gave Integrin act MD 3%, TRPV1 agonist inconclusive, GALK inh -1%, Coupling enz 3, KCNH2 WT inh -3, S-ASM inh 0%, MBNL1 CUG block -1%, KCNH2 3.1 inh -7, MLL CXXC-DNA inh 45%[activator] and AT treatment 2%.
For COc1ccccc1N1CCN(C(c2ccccn2)c2nnnn2C2CCCCC2)CC1 (configuration not stated) the results were Integrin act MD 23%, TRPV1 agonist 19, GALK inh -2%, Coupling enz 1, KCNH2 WT inh -5, S-ASM inh 0%, MBNL1 CUG block -3%, KCNH2 3.1 inh -11, MLL CXXC-DNA inh -4% and AT treatment -8%.
CCOC(=O)N1CCN(C(=O)CN(c2ccccc2OC)S(=O)(=O)c2ccc(C)cc2)CC1 was read as Integrin act MD -14%, TRPV1 agonist -2, GALK inh 3%, Coupling enz 2, KCNH2 WT inh 4, S-ASM inh 0%, MBNL1 CUG block -15%, KCNH2 3.1 inh 2, MLL CXXC-DNA inh 4% and AT treatment 7%.
`COc1ccc(NC2=Nc3ccccc3CC2)cc1` gave Integrin act MD -7%, TRPV1 agonist 0, GALK inh 1%, Coupling enz 2, KCNH2 WT inh 2, S-ASM inh -2%, MBNL1 CUG block -14%, KCNH2 3.1 inh -3, MLL CXXC-DNA inh 2% and AT treatment -1%.
CCn1c(=O)c2c(nc3n2CCCN3Cc2ccccc2)n(C)c1=O was read as Integrin act MD 5%, TRPV1 agonist 1, GALK inh 1%, Coupling enz 2, KCNH2 WT inh -7, S-ASM inh 0%, MBNL1 CUG block -7%, KCNH2 3.1 inh 8, MLL CXXC-DNA inh 12% and AT treatment 3%.
`C=CCOc1ccc(C2C(C#N)=C(N)N(Nc3ccccc3)C3=C2C(=O)CCC3)cc1OC` (configuration not stated) gave Integrin act MD -16%, TRPV1 agonist inconclusive, GALK inh -1%, Coupling enz -1, KCNH2 WT inh 9, S-ASM inh 323%[activator], MBNL1 CUG block 8%, KCNH2 3.1 inh 5, MLL CXXC-DNA inh 1% and AT treatment -1%.
For CC(C)N(C(C)C)S(=O)(=O)c1ccc(N2CCc3ccccc3C2)nc1 the results were Integrin act MD -3%, TRPV1 agonist 4, GALK inh -3%, Coupling enz -3, KCNH2 WT inh 0, S-ASM inh 4%, MBNL1 CUG block 10%, KCNH2 3.1 inh -8, MLL CXXC-DNA inh 1% and AT treatment 11%.
For O=C(CSc1ncnc2c1cnn2-c1ccc(F)cc1)NCc1ccc2c(c1)OCO2 the results were Integrin act MD 5%, TRPV1 agonist -7, GALK inh -1%, Coupling enz -2, KCNH2 WT inh -38, S-ASM inh -2%, KCNH2 3.1 inh -12, MLL CXXC-DNA inh 2% and AT treatment -7%.

Three records picked at random from the list so far, as already listed:
For O=C(COC(=O)/C=C/c1ccc(OC(F)F)cc1)NC1CCCCCCC1 the results were Integrin act MD -22%, TRPV1 agonist -4, KCNH2 WT inh 5, S-ASM inh 0%, KCNH2 3.1 inh -14 and AT treatment 8%.
O=C(NCC1CCCO1)c1cc(-c2ccncc2)nc2ccccc12 (configuration not stated) was read as Integrin act MD -3%, TRPV1 agonist -3, KCNH2 WT inh -2, S-ASM inh -3%, KCNH2 3.1 inh 6 and AT treatment -1%.
For CN(CC(O)CN)CC(O)CN1CCCCC1 (configuration not stated) the results were Integrin act MD 20%, TRPV1 agonist -1, GALK inh 0%, Coupling enz 3, KCNH2 WT inh 3, S-ASM inh 4%, MBNL1 CUG block 0%, KCNH2 3.1 inh 8, MLL CXXC-DNA inh 10% and AT treatment 4%.
